# Nrf2 ARE act – activators of Nrf2 (ARE) signaling; AREc32 ARE-luciferase reporter (MCF7-derived line), luminescence, 24 h; Potency, µM (doses to about 46.1 µM), for inactives: top-dose activation, hits mostly activators; 0.31% of 410,000 active; AID 624171; further: potency means the concentration at half of the fitted maximal effect; % of control where 0% means no effect; nearly all actives have a fitted effect of over 65% in size
#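 Reporter line AREc32 (ARE-Fluc), seeded overnight in OPTI-MEM with 5% FBS; compound pin-transferred, 24 hr at 37 deg C, 5% CO2; luminescent read-out.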
# Nrf2 block – inhibitors of Nrf2 signaling; 2.1% of 360,000 active; A549 ARE-Fluc reporter, luciferase luminescence, 18-24 h; Potency, µM (top dose mostly 46 µM), without a hit: top-dose activity change, negative = inhibition, actives largely listed as inhibitors; AID 504444; further: potency means the concentration at half of the fitted maximal effect; on the % scale 0 is the no-effect control and ±100 the full control effect; nearly all actives have a fitted effect of over 60% in size
#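 A549 ARE_Fluc cells, 5000/well, 5% FBS OPTI-MEM; compounds in dose-response, 18-24 h at 37 °C/5% CO2; CellTiter-Fluor viability read (Ex 405/Em 525), then BugLite luciferase luminescence = Nrf2 activity.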
# TGFb inhibitor – blocks TGF-b signaling; HepG2 CAGA-GFP TGF-b/SMAD3 reporter, GFP fluorescence, 18 h; TGF-beta stimulated, 500 pg/mL final; 1.2% of 410,000 active; Potency, µM (highest dose often 46.1 µM), for the others: at the highest dose activity, negative = inhibition, usual class: inhibitors; further: potency means the concentration at half of the fitted maximal effect; on the % scale 0 is the no-effect control and ±100 the full control effect; nearly all actives have a fitted effect of over 65% in size
#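 HEPG2 CAGA-GFP, 1000 cells/well; 2 h settle, 37 C; cpd via pin tool; TGF-b 500 pg/mL final; 18 h, 37 C; GFP imaging ex488/em500-530; %Activity normalised to -TGF-b and +DMSO controls; CRC fit, curve class.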
# Akt phos inh – inhibitors of Akt phosphorylation | Neuro2A IGF-stimulated pAkt S473 HTRF, 20 min; hits give low values | AID 651550 | activity change, % for hits at 50 µM | 0.32% of 360,000 active; in the data active means activity change below about -80%; inconclusive means mostly about -51% to -80%; further: on the % scale 0 is the no-effect control and ±100 the full control effect
#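 Single-point screen (50 µM final compound) in Neuro2A cells stimulated 20 min with 6 nM IGF at 37 deg C. After lysis, Ser473-phosphorylated Akt read by HTRF (ex 330 nm, em 615/665 nm) as the 665/615 ratio.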
# Abeta yeast res – A-beta toxicity reversal in yeast. AID 1347071. yeast expressing A-beta42, growth rescue, OD600, 48 h; response scale: 0% DMSO, 100% iron-clioquinol control. Potency, µM (highest dose often 46.1 µM), inactives show at the top dose growth rescue, most hits filed as activators. 0.063% of 410,000 active; further: potency means the concentration at half of the fitted maximal effect; nearly all actives have a fitted effect of over 55% in size
#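 Growth rescue measured by 600 nm absorbance after 48 h yeast culture at 30 C with compound. Values normalized between DMSO and an equimolar ferric chloride plus clioquinol control.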
# HepG2 tox – HepG2 cytotoxicity, counter-screen for TGF-b inhibitors | HepG2 CAGA-GFP viability, ATP luminescence, 18 h | Potency, µM (series often up to 46.1 µM), for the others: at the top dose activity change, negative = cytotoxicity, hits mostly cytotoxic | 0.76% of 410,000 active; further: potency means the concentration at half of the fitted maximal effect; some results filed as inactive show a strong effect at the top dose
#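 CellTiter-Glo luminescence gave cytotoxicity after 18 hours at 37 degrees C. The cells were HepG2 CAGA-GFP in 1% FBS DMEM, stimulated with 500 pg/mL TGF-beta after compound addition. %Activity was normalised to no-cell wells (complete cell-killing) and DMSO (no toxicity), and curves were fitted and classified.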
# CCT chaperon mod – modulators of cytosolic chaperonin (CCT/TRiC) activity | purified chaperonin ATPase assay, HTRF ADP detection, 30 min | activity change, % (no concentration beside the values), hits read low | 0.3% of 360,000 active; in the data active means activity change below about -30%; further: on the % scale 0 is the no-effect control and ±100 the full control effect
#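 ATPase activity: ADP formed was measured by HTRF Transcreener (665/615 nm ratio) after 30 min at 37 deg C with 10 uM ATP. Compounds screened at one 76 uM concentration against 40 or 20 nM TRiC in Tris pH 7.4/KCl/MgCl2/DTT buffer.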
# A549 tox – kills or reduces viability of A549 cells in Nrf2 counter-screen. A549 ARE-Fluc cells, CellTiter-Fluor viability, 18-24 h. Potency, µM (series often up to 46 µM), for the others: at the highest dose activity change, negative = cytotoxicity, usual class: inhibitors. 0.16% of 390,000 active; further: potency means the concentration at half of the fitted maximal effect; on the % scale 0 is the no-effect control and ±100 the full control effect
#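 A549 ARE-Fluc cells in 5% FBS OPTI-MEM, 5000 cells/well, rested 2 h then exposed to compounds in concentration-response for 18-24 h at 37 °C. Viability by CellTiter-Fluor fluorescence (Ex 405/Em 525) after 30 min; luciferase luminescence (BugLite, 15 min, RT) read afterwards.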
# MmCpn inh – blocks the Methanococcus maripaludis chaperonin Mm-Cpn; purified Mm-Cpn ATPase, ADP Transcreener TR-FRET; Potency, µM (doses to about 76.9 µM), without a hit: at the highest dose activity, negative = inhibition, most hits filed as inhibitors; 0.031% of 330,000 active; further: potency means the concentration at half of the fitted maximal effect; on the % scale 0 is the no-effect control and ±100 the full control effect; nearly all actives have a fitted effect of over 80% in size
#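 TR-FRET (320 nm excitation; 590 and 665 nm emission) reports ADP made from 10 uM ATP by 25 nM enzyme; compounds were preincubated 10 min, reaction run 30 min, both at 37°C.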
# * = called active by the depositor; i = inactive; ? = inconclusive; / = no result given; & = joins results of further samples; [ ] = remark or other dose. Unless noted, the call rests on the fitted dose curve; in most records, active means well fitted curve in the direction sought with a large enough effect; inconclusive means small, poorly fitted or top-dose-only effect, or another doubt; inactive means no such curve, though single readings can be large; an effect the other way counts as inactive or inconclusive.
# Each structure is followed by: Nrf2 ARE act	Nrf2 block	TGFb inhibitor	Akt phos inh	Abeta yeast res	HepG2 tox	CCT chaperon mod	A549 tox	MmCpn inh
CCCCNCc1cc(OCC)c(OCC(N)=O)cc1Br
  0.2%	2%	0%	i	-5%	14%	4.1	-1%	?
COc1ccc(C2/C=C\CN(C(=O)NC(C)C)CC(=O)N2Cc2ccc(F)cc2)cc1 (stereo unspecified)
  -0.1%	-17%&6%	?	i	-32%[inhibitor]	-41%&4%	0.7	-6%&-3%	-1%
Cc1[nH]c(=O)c(C#N)cc1-c1csc(-c2ccccc2)n1
  3.9%	16%	7%	i	-12%	-4%	-0.3	-1%	-5%
CCC(C(=O)NCCCN(CC)Cc1ccccc1)n1nc(C)c2sc3ccccc3c2c1=O (stereo unspecified)
  -0.5%	12%	?	i	9%	2%	1.0	5%	-2%
COc1ccc(C(=O)c2cnc(/N=C/N(C)C)s2)cc1
  0.2%	5%	-3%	i	-8%	-22%	-1.8	/	-4%
CC(C(=O)OCc1nnc(-c2ccccc2)o1)N1C(=O)c2ccccc2C1=O (stereo unspecified)
  5.9%	-1%	-6%	i	-29%	0%	-0.2	-16%	1%
CCN(CC)c1ccc(C(=O)OCc2c(C)noc2C)cc1
  2.8%	0%	46%[activator]	i	?	0%	-25	-6%	-3%
CCOc1ccccc1-n1c(COc2ccc(C)cc2)nnc1SCC(N)=O
  0.5%	8%	1%	i	6%	1%	0.3	0%	1%
COC(=O)c1ccc(NC2c3ncccc3C(=O)N2Cc2cccs2)cc1 (stereo unspecified)
  -0.1%	-14%	-12%	i	-4%	-4%	-4.5	7%	-6%
COc1ccc(NC2=NCCC2)cc1
  -0.1%	5%	7%	i	-4%	-2%	3.0	-3%	0%
COc1ccc(S(=O)(=O)N2CCN(CC(=O)Nc3sccc3C(N)=O)CC2)cc1OC
  -1.2%	-28%	?	i	0%	-10%	-4.4	1%	-21%
Cn1nnnc1SCC(=O)c1c(N)n(C)c(=O)n(C)c1=O
  -0.5%	20%	15%	i	2%	-11%	-1.2	3%	2%
CCOC(=O)c1[nH]ncc1CN1CCCC(C(=O)c2ccc(OC)cc2C)C1 (stereo unspecified)
  0.5%	10%	0%	i	-4%	-3%	0.4	1%	0%
COc1ccc(C(=O)OCc2c(F)cccc2Cl)cc1S(=O)(=O)N1CCOCC1
  -0.1%	-12%	-4%	i	-32%[inhibitor]	-24%	-2.8	1%	-2%
COc1cccc(CNc2ncn[nH]2)c1OCc1ccccc1F
  -0.7%	-1%	14%	i	2%	0%	-3.4	1%	1%
COC(=O)Nc1nnc(Cc2ccc(OC)cc2)s1
  -0.4%	-9%	-4%	i	10%	2%	-0.7	1%	0%
O=C(Nc1cc2nn(-c3ccccc3)nc2cc1Cl)c1ccco1
  1µM*	/	?	i	-11%	-53%	0.0	1%	0%
OCc1n[nH]c(CO)n1
  -1.4%	/	?	i	-6%	2%	2.0	-1%	0%
O=C(CCCN1C(=O)c2cccc3cccc(c23)C1=O)N1CCN(c2ccccc2O)CC1
  4.0%	?	0%	i	-23%	-1%	-0.4	-14%	0%
COc1ccc(-c2ccc3c(N)c(C(=O)Nc4ccc(C)cc4C)sc3n2)cc1OC
  0.7%	?	5%	/	-14%	-29%	/	17%	/
Cc1cccc(N(CC(=O)NC2CCCC2)C(=O)c2cc3cc4cccc(C)c4nc3s2)c1C
  -0.5%	?	4%	i	13%	-2%	-1.5	-18%	1%
CC(=O)Nc1c(NC(C)C)c2ccccc2oc1=O
  0.0%	15%	-8%	i	14%	-2%	-1.0	6%	0%
CCc1ccc(C(=O)COC(=O)CNC(=O)C2CCCCC2)cc1
  0.6%	22%&1%	17%&-7%	i	-6%	-2%&-15%	1.6	1%&-2%	-1%
O=C(NCc1ccc(N2CCCC2=O)cc1)c1cn(CCc2ccccc2)nn1
  -0.5%	9%	7%	i	9%	4%	-1.3	3%	-1%
O=C(OCC(=O)N1CCCCC1)c1ccccc1SCC(=O)N1CCCCC1
  5.5%	20%	?	i	16%	18%	-1.6	0%	2%
O=c1[nH]c(CSc2nnc(Cc3ccccc3)o2)nc2ccccc12
  2.2%	?	0%	i	6%	-11%	-1.7	4%	-9%
COc1ccc(-c2nn(C)c3sc(C(=O)N4CCN(c5cc(Cl)ccc5C)CC4)cc23)cc1OC
  -1.0%	-1%	?	/	-8%	-24%	/	-6%	/
COc1ccc(/C(C)=N/N=C2/NC(=O)CC(C(=O)O)S2)cc1 (stereo unspecified)
  -1.2%	-9%	23%	i	-16%	13%	-2.1	0%	5%
CN(CCCNC(=O)CN1C(=O)CC(C)(C)S(=O)(=O)c2ccccc21)C1CCCCC1
  -0.6%	5%	15%	i	-1%	-4%	1.7	-6%[1.84 µM]	2%
COc1ccc(C2/C(=C(\O)c3cc(C)ccc3C)C(=O)C(=O)N2CCN(C)C)cc1OC (stereo unspecified)
  3.3%	25%	-2%	i	12%	2%	-80*	5%	0%

# An excerpt of these results, as tab-separated lines.
Molecule	Nrf2 ARE act	Nrf2 block	TGFb inhibitor	Akt phos inh	Abeta yeast res	HepG2 tox	CCT chaperon mod	A549 tox	MmCpn inh
CN(CCCNC(=O)CN1C(=O)CC(C)(C)S(=O)(=O)c2ccccc21)C1CCCCC1	-0.6%	5%	15%	i	-1%	-4%	1.7	-6%[1.84 µM]	2%
CCOC(=O)c1[nH]ncc1CN1CCCC(C(=O)c2ccc(OC)cc2C)C1 (stereo unspecified)	0.5%	10%	0%	i	-4%	-3%	0.4	1%	0%

# New compounds follow:
# Each structure is followed by: Nrf2 ARE act	Nrf2 block	TGFb inhibitor	Akt phos inh	Abeta yeast res	HepG2 tox	CCT chaperon mod	A549 tox	MmCpn inh
C=CCn1c(SC)nnc1-c1cccc([N+](=O)[O-])c1
  -0.6%	-2%	-9%	i	1%	3%	-2.2	-4%	0%
Cn1ccnc1SCC(=O)Nc1ccc2nc(SCC(=O)NC3CC3)sc2c1
  4.4%	/	6%	i	12%	1%	0.4	-26%	-11%
CN1CCC(=NNC(=O)C(=O)NC2CCCC2)CC1
  -0.3%	-1%	-22%	i	14%	3%	-1.4	-8%	2%
CCOc1ccc(S(=O)(=O)N2CCN(c3nc(-c4ccccc4)nc4ccccc34)CC2)cc1OCC
  /	-3%	-11%	/	/	-12%	/	6%	/
CC(C)CCNC(=O)CN1C(=O)c2cccnc2Sc2ccccc21
  0.7%	?	10%	/	-10%	-67%	/	3%	/
CCC(CC)c1ncc[nH]1
  -0.2%	-18%	-6%	i	-1%	-7%	-0.7	-1%	0%
Cc1nnc(SCC(=O)N(C)C2CCCCC2)s1
  0.2%	8%	0%	i	0%	-3%	-2.1	3%	-10%
COc1ccc(N2CCN(C(=O)Cn3nnc(-c4cccs4)n3)CC2)cc1
  -0.4%	10%	-16%	/	-5%	3%	1.9	3%	-1%
CCN1CCc2c(sc(NC(=O)C3COc4ccccc4O3)c2C(N)=O)C1 (stereo unspecified)
  2.7%	17%	4%	i	-4%	-2%	-0.4	-8%	-16%
CCN(CC)c1ccc(NC(=O)c2ccc(S(=O)(=O)N3CCOCC3)cc2)cc1
  -0.3%	0%	2%	i	-4%	47%	1.9	-8%	-4%
CC(C)(C)n1nnnc1C(c1ccc(F)cc1)N(Cc1ccc(F)cc1)Cc1ccco1 (stereo unspecified)
  4.1%	?	-18%	i	9%	-32%	-0.4	-9%	1%
Cc1[nH]c2ccccc2c1C(=O)CSc1n[nH]c(N)n1
  0.0%	0%	-4%	i	5%	22%	-18	-1%	?
CC1CCC(C(C)C)C(OCC(O)C[N+]2(C)CCCCC2)C1 (stereo unspecified)
  -0.4%	-8%	-1%	i	-18%	2%	0.5	-5%	1%
CCC(=O)N1CCN(c2ccc(NC(=S)NC(=O)COc3ccccc3)cc2)CC1
  -0.8%	-30%	-6%	i	-22%	-6%	-2.5	-1%	-1%
O=c1c2c3nc4ccccc4nc3n(-c3ccc4c(c3)OCCO4)c2ncn1C1CCCC1
  -0.6%	-19%	3%	i	20%	-3%	1.3	-3%	1%
COc1ccc(C(=O)N/C(=C\c2cn(S(=O)(=O)N(C)C)c3ccccc23)C(=O)NCCCN2CCOCC2)cc1
  3.4%	12%	-5%	i	11%	-20%	-2.0	1%	0%
CN(C(=O)c1cc2c(s1)-c1ccccc1S(=O)(=O)C2)c1ccccc1
  2.9%	9%	2%	i	1%	15%	-1.2	-10%	-1%
COCCN(CC(=O)Nc1ccccc1)S(=O)(=O)c1ccc(S(=O)(=O)N2CCCC2)cc1
  0.1%	27%	-2%	i	20%	7%	-1.1	-4%	0%
O=C(O)CCc1c(C(=O)O)[nH]c2ccccc12
  -0.9%	1%	17%	i	-7%	10%	-9.8	-12%	2%
COc1cccc(-c2nnc(NC(=O)c3ccccc3Br)o2)c1
  3.0%	4%	-21%	i	1%	-14%	-1.2	6%	0%
OCCNc1nc(Nc2ccccc2)nc2ccccc12
  -0.6%	-23%	?	i	1%	-5%	-0.5	-2%	-1%
Nc1nc(SCC(=O)NCCOCCO)nc2sc3c(c12)CCCC3
  -0.5%	22%	34%[activator]	i	-12%	30%	-2.9	-3%	2%
c1ccc(-c2nnnn2CCOCCn2nnnc2-c2ccccc2)cc1
  0.0%	2%	-20%	i	5%	-16%	0.3	-10%	0%
COc1cccc(CN2CCN(Cc3cc(OC)c(OC)cc3[N+](=O)[O-])CC2)c1
  0.0%	5%	1%	i	-3%	-4%	1.4	19%	-4%

# Outcome played no part in choosing rows. Share with any hit: about 4.3%.
